Screens: PubChem, several laboratories
BCLXL inh = inhibitors of human Bcl-xL; GST-Bcl-xL / FITC-Bim BH3 peptide fluorescence polarization; inhibition, % at 10.9 µM; 0.7% of 320,000 active;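 active = inhibition above the mean of all tested compounds plus 3 SD, cutoff set per campaign, cut at about 30% in these data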;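 note: 0% = DMSO wells and 100% = unlabeled Bim-BH3 peptide competitor; inhibitors lower millipolarization by displacing the labeled peptide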
PME-1 primary = PME-1 (human) inhibition | Q9Y570 | recombinant PME-1, FP-Rh probe fluorescence polarization | inhibition, % at 5.9 µM | 0.53% of 320,000 active | AID 2130;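 active = inhibition above the campaign mean of all compounds plus 3 SD, cut at about 26% in these data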;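 note: competitive labeling of PME-1 active site by serine hydrolase directed probe; 0% = PME-1 with DMSO and 100% = wells lacking PME-1 enzyme; inhibitors block probe labeling so polarization falls and inhibition rises; many of its hits are not listed in these tables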
VLA-4 inh = inhibition in a human VLA-4 binding assay. P13612. VLA-4 expressing cells, ligand binding flow cytometry. inhibition, % (about 7 µM as worked out from the volumes in the protocol). 0.2% of 330,000 active; in the data active = inhibition above about 50%
MEX-5 binding = C. elegans MEX-5 TCR-2 RNA binding activity; MEX-5/FITC-TCR2 RNA binding, fluorescence polarization; active compounds read low; activity score (negative = inhibition of binding), % at 10 µM; 0.38% of 300,000 active;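 active = inhibition past about -25% in most replicates, and total fluorescence under double the plate's negative control median, limit read from the data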;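 note: 0% = DMSO and -100% = 5 µM competing unlabeled TCR2 RNA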
Target sequence (Q9XUB2 whole entry, looked up): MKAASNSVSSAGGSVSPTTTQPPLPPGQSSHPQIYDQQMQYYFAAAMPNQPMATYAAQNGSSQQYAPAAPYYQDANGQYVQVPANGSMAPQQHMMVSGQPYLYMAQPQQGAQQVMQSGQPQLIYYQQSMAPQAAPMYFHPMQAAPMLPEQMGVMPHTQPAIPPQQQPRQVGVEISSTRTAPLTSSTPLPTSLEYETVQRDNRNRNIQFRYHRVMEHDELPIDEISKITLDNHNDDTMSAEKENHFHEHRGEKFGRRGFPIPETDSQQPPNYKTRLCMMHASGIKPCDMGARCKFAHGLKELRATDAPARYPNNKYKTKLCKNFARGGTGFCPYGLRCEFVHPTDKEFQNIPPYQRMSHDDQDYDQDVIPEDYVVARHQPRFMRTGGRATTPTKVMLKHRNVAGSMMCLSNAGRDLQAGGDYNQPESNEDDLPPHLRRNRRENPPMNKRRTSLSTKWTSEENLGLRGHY
GLD-1 RNA inh = GLD-1-TGE RNA interaction inhibition (C. elegans); Q17339; inhibition, % at 5.96 µM; purified GLD-1 + fluorescein TGE RNA, fluorescence polarization; 0.44% of 320,000 active; AID 2280;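 active = percent inhibition above a per-plate cutoff, the plate mean of test compounds plus 3 SD, cut at about 30% in these data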;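 note: 0% = DMSO wells with GLD-1 and probe and 100% = wells lacking GLD-1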
Target sequence (Q17339 whole entry, looked up): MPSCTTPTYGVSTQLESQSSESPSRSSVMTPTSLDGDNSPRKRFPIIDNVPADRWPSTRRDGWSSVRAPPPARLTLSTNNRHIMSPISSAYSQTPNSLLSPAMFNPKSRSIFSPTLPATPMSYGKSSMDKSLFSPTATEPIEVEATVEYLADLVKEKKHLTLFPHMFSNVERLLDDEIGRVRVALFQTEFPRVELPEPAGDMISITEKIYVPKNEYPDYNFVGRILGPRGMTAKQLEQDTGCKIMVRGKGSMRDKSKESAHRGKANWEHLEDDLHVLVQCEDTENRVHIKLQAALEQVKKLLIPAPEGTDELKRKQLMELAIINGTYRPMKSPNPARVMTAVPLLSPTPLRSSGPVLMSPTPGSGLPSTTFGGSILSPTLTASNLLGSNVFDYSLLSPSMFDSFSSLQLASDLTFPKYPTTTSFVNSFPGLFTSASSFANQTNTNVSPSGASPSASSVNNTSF
GRK2 inh = human GRK2 inhibition via aptamer displacement; P25098; bead flow cytometry, FAM-aptamer displacement from GRK2; inhibition of aptamer binding, % at 10 µM; 0.59% of 330,000 active; AID 488847;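 active = inhibition of aptamer binding above 40%, roughly 3 SD of noise, on plates passing a quality check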;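 note: median bead fluorescence of bound FAM aptamer so fluorescent compounds give negative values; no value below 0 was filed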
MCL1 BIM primary = inhibitors of human MCL1 binding to BIM-BH3 peptide. inhibition, % at 10.9 µM. Q07820. 0.68% of 320,000 active. GST-MCL1 / FITC-Bim-BH3 fluorescence polarization. AID 2057;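 active = inhibition above the mean inhibition of all tested compounds plus 3 SD, set per campaign, cut at about 40% in these data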;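 note: 0% = DMSO wells and 100% = unlabeled Bim-BH3 peptide control; higher means more loss of mP so more displacement of Bim peptide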
Efflux pump mplx = blocks antifungal efflux pumps in multiplex yeast assay | S. cerevisiae Candida pump triplex, Nile Red efflux | inhibition, % at 10 µM | 0.44% of 330,000 active | AID 485275;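 active = plate passing quality check with inhibition over a set limit, or well fluorescence over plate mean plus 4 SD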;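 note: Nile Red retained in pooled yeast measured as flow cytometry median fluorescence; 0% = buffer negative control and 100% = Enniatin B positive control; higher means more Nile Red kept so more efflux inhibition; some compounds called inactive have numbers as strong as hits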
Fam108B counter = counter-screen for RBBP9 inhibitors: inhibitors of mouse Fam108B; recombinant Fam108B, FP-Rh probe fluorescence polarization; inhibition, % at 9.51 µM; 0.33% of 300,000 active;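 active = inhibition above the screen mean inhibition plus 3 SD, computed separately per campaign, cut at about 18% in these data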;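 note: inhibitors lower polarization as less probe binds the enzyme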
* marks the source's active call; other numbers are inactive results; . = not tested or not shown. These rows are one share of the data, so the mix of outcomes need not match the whole.

SMILES	BCLXL inh	PME-1 primary	VLA-4 inh	MEX-5 binding	GLD-1 RNA inh	GRK2 inh	MCL1 BIM primary	Efflux pump mplx	Fam108B counter
O=C(NCc1ccccc1)C(c1ccc(F)cc1)N(C(=O)c1csnn1)c1ccccc1 (stereo unspecified)	-3	-3	9	-0.1	4	2	-3	0.3	-3
COc1ccc(NC(=S)NNC(=O)c2nnn(-c3ccccc3)c2C)cc1	6	-4	4	-1.7	2	2	1	0.0	1
CN(C)CCNC(=O)c1ccc2c(c1)N(Cc1ccc(F)cc1)CCS2	3	8	-8	1.4	4	0	10	-0.2	-1
CN1CCN(CCCNC(=O)C2CCN(c3nnc(-n4cccc4)s3)CC2)CC1	10	-6	-168	-0.3	-6	2	6	0.2	2
C1=C(c2cc3ccccc3cn2)CCCC1	.	.	-17	.	2	3	.	0.0	.
Cc1ccccc1C(=O)Nc1ccnn1C1CCN(Cc2cnn(C(C)C)c2)CC1	6	8	1	-0.5	-2	6	0	-0.2	8
CC1=C(C#N)C(=O)NC(=O)/C1=C/c1ccc(-c2ccc(S(N)(=O)=O)cc2)o1	18	0	12	-33*	6	4	19	-0.1	5
COc1ccc2cc3cc(C(=O)Nc4ccc5c(c4)OCCO5)oc3nc2c1	-4	-11	2	-3.3	3	0	-14	-0.2	-2
CCN(CC)CCCNC(=O)c1ccc2c(SCC(=O)O)c3c(nc2c1)CCC3	8	-2	15	1.5	-6	0	4	0.1	-1
CCc1noc(C)c1C(=O)Nc1ccc(S(=O)(=O)N2CCCC(C)C2)cc1 (stereo unspecified)	2	6	8	2.8	9	1	0	-0.2	2
CC12CCC(=O)N1C(C(=O)OCc1c(Cl)cccc1Cl)CS2 (stereo unspecified)	4	5	8	0.5	6	0	1	0.2	-3
CC(=O)c1ccc2c(c1)C1C=CCC1C(c1ccncc1)N2 (stereo unspecified)	16	-7	-11	-1.2	3	2	17	-0.1	14
CN(Cc1ccccc1)C(=O)c1nc2ccccn2c1CNCCn1cccn1	0	-2	0	-0.5	0	2	0	0.0	1
Cc1cc(C=O)c(O)cc1O	2	3	4	-1.1	-4	0	5	0.0	0
Cc1ccc(C(=O)Nc2ccc(C(=O)/C=C/c3cccs3)cc2)cc1	12	-9	3	-2.4	11	0	9	-0.1	0
CCOC(=O)Cn1cc(/C=N/N2C(=O)C3C4C=CC(C4)C3C2=O)c2ccccc21 (stereo unspecified)	9	-1	-1	1.2	-4	0	3	-0.2	6
CCOC(=O)N1CCC(NC(=O)CC2C(=O)NCCN2Cc2ccccc2)CC1 (stereo unspecified)	9	-1	-14	-1.8	6	0	13	-0.2	1
COC(=O)CSc1nc2ncc(Cl)cc2[nH]1	-2	-4	6	1.8	8	0	-2	-0.1	11
Cc1cccc(Nc2nnc(SCc3cc(=O)n4cc(C)ccc4n3)s2)c1	2	5	-15	-2.8	5	1	8	-0.2	-1
Cc1ccc(NCN2C(=O)C3CC=C(Cl)CC3C2=O)cc1 (stereo unspecified)	10	-5	11	0.0	8	1	8	0.0	2
CC(NC(=O)C(=O)N1CCCCC1)C(c1cccs1)N1CCN(c2ccc(F)cc2)CC1 (stereo unspecified)	5	4	2	-1.5	-2	0	2	0.0	0
CN(C)C(=O)c1cc(C(=O)c2ccc(F)cc2Cl)c[nH]1	-1	-5	3	-2.7	0	0	-6	0.0	-1
CC(=O)C12C3C4C(C5C1C3C5(Br)C41OCCO1)C21OCCO1 (stereo unspecified)	-2	1	-11	1.1	2	.	-3	0.1	8
CC(C)c1nnc(NC(=O)CCC(=O)NCc2ccc(F)cc2)s1	-3	-1	-5	-1.2	-7	1	-9	0.0	1
O=C(Nc1ccc(-c2cc3ccccc3oc2=O)c(Cl)c1)c1cccnc1	-20	-39	-1	-0.2	4	0	-76	0.0	-20

The final two compounds of the part above come first, to join the parts:
SMILES	BCLXL inh	PME-1 primary	VLA-4 inh	MEX-5 binding	GLD-1 RNA inh	GRK2 inh	MCL1 BIM primary	Efflux pump mplx	Fam108B counter
CC(C)c1nnc(NC(=O)CCC(=O)NCc2ccc(F)cc2)s1	-3	-1	-5	-1.2	-7	1	-9	0.0	1
O=C(Nc1ccc(-c2cc3ccccc3oc2=O)c(Cl)c1)c1cccnc1	-20	-39	-1	-0.2	4	0	-76	0.0	-20
N#Cc1c(N)nc2c(c1-c1ccccc1)CCC2	2	4	5	0.2	-3	0	3	-0.2	-2
O=C(COC(=O)c1cccc2ccccc12)NCC1CCCO1 (stereo unspecified)	-2	-4	3	3.4	-3	3	-7	0.0	1
O=C(O)C1C2C=CC(C2)C1C(=O)OC1CC2CCC1C2 (stereo unspecified)	-1	-1	3	0.3	4	2	3	0.0	-1
CC(C)NC(=O)CSc1ccccc1C(=O)N1CCN(S(=O)(=O)/C=C/c2ccccc2)CC1	3	8	3	.	5	0	3	0.2	.
CCCN(CC(=O)Nc1ccccc1OC)C(=O)CSc1ccc(Br)cc1C	4	0	4	.	6	0	3	0.2	.
CCc1ccc(N2CSC3=C(C#N)C(c4cccs4)CC(=O)N3C2)cc1 (stereo unspecified)	2	2	5	1.9	-8	8	10	-0.2	-3
CCCC(C(=O)NC1CCCC1)N(Cc1ccc(OC)cc1)C(=O)c1snc(C(N)=O)c1N (stereo unspecified)	7	-3	-6	-2.4	8	0	12	-0.1	5
CCOC(=O)c1cnc(COc2ccccc2Cl)[nH]c1=O	7	-1	5	-2.4	3	2	8	0.0	1
CCCC[C@@H]1CNC(=O)C(=O)N1CC(C)(C)C	6	1	14	3.1	-2	0	4	0.0	-3
Cc1ccc([N+](=O)[O-])cc1NCC(=O)NN	1	3	0	-1.7	3	2	4	0.0	-6
O=C(NCc1cccnc1)C1CCN(S(=O)(=O)c2cccc(C(F)(F)F)c2)CC1	1	5	24	.	0	3	2	-0.2	.
O=C(COC(=O)c1cc(Cl)nc(Cl)c1)NCc1ccc2c(c1)OCO2	.	.	-34	.	15	1	.	0.3	.
COc1ccc(CCNC(=O)c2ccc3c(c2)NC(=O)C(C(C)C)N3)cc1OC (stereo unspecified)	3	5	-4	-2.4	4	1	6	0.1	1
CC(=O)NC(CCS(C)(=O)=O)C(=O)Nc1ccc(C)c(F)c1 (stereo unspecified)	3	-2	37	1.5	7	1	6	-0.2	-3
N/N=C/C(=N\Nc1ccc(Cl)cc1)C(=O)c1ccncc1	3	0	-7	-0.5	5	0	1	0.0	-3
O=C(COc1ccc(Cl)cc1)NN=C1CCCCCCC1	8	1	4	0.7	11	3	14	0.0	-2
Oc1ccc(CCc2n[nH]c(=S)n2-c2ccc(F)cc2)cc1	-14	0	6	-0.5	6	35	-3	0.0	0
N#Cc1cccc(NC(=O)c2ccc(S(=O)(=O)N3CCOCC3)cc2)c1	-5	-2	21	.	15	0	2	-0.2	.
COc1ccccc1CNC(=O)CN1CCN(Cc2ccc(Cl)cc2)C1=O	6	4	-17	-2.5	4	0	-1	0.0	1
COC(=O)c1ccc(NS(=O)(=O)c2cccc3cccnc23)cc1	1	1	42	1.1	1	1	2	0.3	0
CN(C(=O)c1ccc(NC(=O)C2CCN(C(=O)OC(C)(C)C)CC2)cc1)C1CC1	.	.	-1	.	-1	0	.	0.0	.
COc1cc(C2C(C#N)=C(N)Oc3n[nH]c(-c4cccnc4)c32)cc(Br)c1O (stereo unspecified)	-1	-2	-1	-34*	-9	3	-6	0.0	-6
CC[C@H](C)[C@H](NC(=O)CNC(=O)COc1cc2c(c3oc(=O)cc(C)c13)CCC(C)(C)O2)C(=O)O	-1	-3	20	1.0	-5	3	0	-0.1	-2
COc1ccc(/C=N/NC(=O)Cn2ccnc2C)cc1OC	1	-4	9	-2.1	3	2	0	-0.2	-1
Clc1ccc(-c2nnc3n2CCCCS3)cc1	7	-1	20	-0.2	5	1	0	0.0	-1

(further entries)
SMILES	BCLXL inh	PME-1 primary	VLA-4 inh	MEX-5 binding	GLD-1 RNA inh	GRK2 inh	MCL1 BIM primary	Efflux pump mplx	Fam108B counter
CCOc1cccc2cc(C(C)=O)oc12	2	-6	11	2.6	-1	0	-2	0.0	3
CC(=O)NCCn1c(SCC#N)nc2ccccc2c1=O	1	1	-2	-1.0	-3	0	3	0.1	-8
CS(=O)(=O)N1CCN(C(=O)c2ccccc2F)CC1	3	-6	-16	.	10	0	-1	-0.1	1
O=C(Cn1nc(-c2ccccc2)c2ccccc2c1=O)Nc1cccnc1	2	-1	7	0.3	-4	0	2	0.0	-1
COc1cccc(Nc2c([N+](=O)[O-])cncc2[N+](=O)[O-])c1	1	0	10	3.2	5	0	5	0.0	0
Cc1ccc(OC(=O)c2cccc(S(=O)(=O)N3CCCC3)c2)c(-n2nc3ccccc3n2)c1	4	-9	1	-3.2	6	1	-6	0.2	0
CN(C)CCOc1ccc(Cl)cc1C(C)(C)C	4	-2	7	-0.5	-3	0	-3	0.0	-3
CC1=C(CC(=O)O)c2cc(F)ccc2/C1=C\c1ccc(S(C)=O)cc1 (stereo unspecified)	5	1	36	0.3	1	2	9	-0.1	4
COc1cc(CCC(=O)Nc2ccc(S(=O)(=O)NC3=NCCCCC3)cc2)cc(OC)c1OC	-7	5	6	0.7	-1	2	-12	-0.1	-2
NS(=O)(=O)c1ccc(NC(=O)Cc2c(F)cccc2Cl)cc1	5	0	8	0.5	-3	0	0	0.2	3
CCCCC(=O)Nc1nc(C)c(-c2csc(Nc3cc(OC)ccc3OC)n2)s1	5	25	8	-0.4	4	6	7	0.0	15
OCCCNc1nccc(-c2cc(Nc3cccc(Cl)c3)ncn2)n1	-1	-12	-1	-11	-5	0	3	-0.1	-3
CCOC(=O)c1sc(NC(=O)C2CC(=O)N(c3ccc(OC)cc3)C2)nc1C (stereo unspecified)	6	1	-1	2.6	0	2	4	-0.1	3
COC(=O)c1c(-c2cccc(OC)c2)csc1N	2	-1	-9	0.1	5	0	5	-0.3	-2
COCCCNc1nc2ccccc2[nH]c1=O	-1	-2	11	-1.0	10	0	-5	0.1	1
C=Cc1ccc(COC(=O)c2cn(CC)c3nc(C)ccc3c2=O)cc1	0	-7	3	-1.6	1	26	-7	0.1	2
CCc1noc(C)c1C(=O)N1CCN(S(=O)(=O)c2cccs2)CC1	1	1	2	-1.1	1	0	4	0.1	-2
CC1(C)CC(=O)C=C(c2cccnc2)C1	3	0	27	0.7	-7	0	0	0.1	0
Cc1c2cnn(CC(=O)NCc3ccccn3)c(=O)c2c(C)n1Cc1ccc(Cl)cc1	9	-1	-8	2.3	-12	0	2	-0.1	-5
O=S1(=O)CCN2N=C(C34CC5CC(CC(C5)C3)C4)SC2=N1	7	0	-10	-0.1	-2	0	-2	0.3	1
O=C(Nc1nccs1)c1cc(S(=O)(=O)N2CCOCC2)c(Cl)cc1Cl	7	5	14	-0.5	13	0	5	-0.1	4
S=C(NCc1ccccc1)NNc1ccccc1	4	2	-1	-3.0	4	0	8	-0.1	0
COc1ccc(NC(=O)C(c2ccccn2)N(C(C)=O)c2ccc(C)cc2)cc1 (stereo unspecified)	-1	-6	-4	-0.9	-5	10	-2	0.7	-1
O=C(Nc1ccc(F)cc1)Nc1cc(S(=O)(=O)N2CCOCC2)ccc1N1CCCC1	6	0	-2	-0.4	10	0	2	0.1	0
COc1ccc(C(c2nnnn2C(C)(C)C)N2CCN(C(=O)c3ccco3)CC2)cc1 (stereo unspecified)	0	0	6	0.8	0	0	-2	0.2	-2
COc1cc(CNCCN2CCOCC2)ccc1OCc1ccc(Cl)cc1Cl	1	6	16	1.3	-10	0	8	0.3	-3
COc1ccc(C(=O)COC(=O)C(CCCCN2C(=O)C3C4C=CC(C4)C3C2=O)N2C(=O)C3C4C=CC(C4)C3C2=O)cc1 (stereo unspecified)	-1	2	11	1.1	1	0	-3	0.5	3
